LYP phosphatase: inhibitors of LYP phosphatase, biochemical, fluorescence intensity, uHTS (AID 1779); recombinant LYP phosphatase, fluorescence intensity; higher % means a stronger effect; inhibition, % at 11.5 µM, or IC50 in µM where a hit was titrated; 290,000 tested, 0.054% active; in the data active means inhibition above about 50%;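 further: plate controls were vehicle with enzyme for no effect and no enzyme for full effect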
Salmonella PhoP GFP: inhibitors of PhoP regulon expression, primary screen, Salmonella Typhimurium, GFP reporter (AID 1863) | S. Typhimurium PhoP-regulated promoter GFP reporter, 4 h; higher % means a stronger effect | one-dose inhibition, % at 50 µM; IC50 in µM for titrated hits | 300,000 tested, 0.16% active;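 active means inhibition over 29.93%, a cutoff 3 SD above the screen mean, later confirmed by dose response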;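 further: 0% = low Mg2+ inducing control and 100% = high Mg2+ repressing control; strong numbers were not always called active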
RSV CPE inhibition: RSV antiviral activity via CPE protection, HEp-2 cells, primary 10 µM value included (AID 2391) | HEp-2 cells, RSV-induced CPE inhibition; higher % means a stronger effect | 310,000 tested, 0.13% active | one-dose CPE inhibition, % at 10 µM; IC50 in µM for titrated hits; in the data active means a potency from the dose series; further: strong numbers were not always called active
SV40 large T antigen: SV40 large T antigen inhibitors, biochemical (AID 1903); SV40 large T antigen ATPase/helicase inhibition assay; higher % means a stronger effect; inhibition, % at 20 µM, or IC50 in µM where a hit was titrated; 310,000 tested, 0.39% active; in the data active means a potency from the dose series; further: strong numbers were not always called active
GPR35 arrestin U2OS: GPR35 antagonists blocking zaprinast-driven arrestin recruitment, primary screen, imaging, U2OS, beta-arrestin-GFP, zaprinast agonist (AID 2058); G-protein coupled receptor 35 (Homo sapiens); U2OS GPR35 beta-arrestin-GFP translocation imaging, zaprinast antagonism; higher % means a stronger effect; inhibition, % at 10 µM, or IC50 in µM where a hit was titrated; 290,000 tested, 0.052% active;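 active means inhibition of at least 50% with at least 30 cells and total cytoplasm GFP at most 10,000,000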
ER stress rescue: rescue of cells from ER stress-induced death, primary screen, 384-well, CSM14.1, thapsigargin, ATP luminescence (AID 1222); 190,000 tested, under 10 active; cellular ATP content (survival), % at 20 µM, or EC50 in µM where a hit was titrated; CSM14.1 thapsigargin-induced death rescue, ATP luminescence; higher % means a stronger effect;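 active means EC50 below 50 µM in the dose-response confirmation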;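 further: death triggered by thapsigargin at about 15 µM added after 2 h compound pretreatment; cell ATP read after overnight thapsigargin exposure of roughly 18 to 22 hours; normalized against plate controls of thapsigargin alone and 5% DMSO vehicle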
West Nile antiviral: West Nile virus antiviral activity, cell-based, CPE readout (AID 1621); West Nile virus-infected cells, CPE inhibition; higher % means a stronger effect; CPE inhibition, % at 10 µM; hits with a dose series show IC50 in µM; 290,000 tested, 0.02% active; in the data active means a potency from the dose series; further: strong numbers were not always called active
Dengue-2 NS5 capping: Dengue-2 NS5 methyltransferase inhibitors, primary screen, biochemical, confirmation dose response (AID 588689); one-dose inhibition, % at 25 µM; IC50 in µM for titrated hits; Genome polyprotein (Dengue virus type 2 (strain 16681-PDK53)); Dengue-2 NS5 methyltransferase capping enzyme assay, biochemical; higher % means a stronger effect; 340,000 tested, 0.3% active; in the data active means a potency from the dose series
MgcRacGAP inhibition: MgcRacGAP GTPase-activating activity inhibitors, confirmation, biochemical, ADP Hunter fluorescence; Rac GTPase-activating protein 1 (Homo sapiens); MgcRacGAP-stimulated Rac1 GTP hydrolysis, ADP Hunter fluorescence; higher % means a stronger effect; GST-tagged Rac1 F28L mutant substrate; inhibition, % at 30 µM; hits with a dose series show IC50 in µM; 340,000 tested, 0.6% active; AID 624330, 2012;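 active means first-screen hits whose inhibition reached a set limit at any dose in the follow-up dose series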;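 further: fluorescence reports GDP produced by GAP-driven GTP hydrolysis; strong numbers were not always called active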
Dengue-2 NS5 capping pilot replicate: recorded beside Dengue-2 NS5 capping, whose call it bears; inhibition, %; measured here: pilot screen replicate inhibition
Starred values were filed as active, the others as inactive; / = no result given.

SMILES	LYP phosphatase	Salmonella PhoP GFP	RSV CPE inhibition	SV40 large T antigen	GPR35 arrestin U2OS	ER stress rescue	West Nile antiviral	Dengue-2 NS5 capping	MgcRacGAP inhibition	others
CCOCCc1nnc(NC(=O)C2CC(=O)N(CCc3ccc(F)cc3)C2)s1 (centres undefined)	1%	1%	1.2%	24%	16%	/	1.1%	0%	12%
COc1cccc(NC(=O)C(C)N2C(=O)c3ccccc3S2(=O)=O)c1 (centres undefined)	/	-6%	-1.3%	11%	/	/	/	-12%	4%
CC(=O)N1CCN(C(=O)c2ccc(Oc3ccccc3)cc2)CC1	2%	-6%	1.0%	6%	-3%	-0.4%	-1.2%	-1%	9%
CC1(C)CC(=O)C(C=NCc2cccnc2)=C(O)C1	-10%	1%	0.9%	4%	7%	-0.3%	0.3%	-5%	6%
CCOC(=O)Cc1csc(NS(=O)(=O)c2ccc(Cl)cc2)n1	-1%	3%	1.7%	16%	1%	0.1%	-0.3%	-10%	8%
COCCCNC(=O)c1ccc(-c2csc(C)n2)cc1	-8%	-8%	0.8%	-1%	-10%	-3.0%	-0.3%	-2%	-2%
CCC(C)NC(=S)NNC(=O)c1ccc(C(C)(C)C)cc1 (centres undefined)	2%	2%	6.3%	7%	-4%	-1.0%	0.0%	1%	12%
N#C/C(=C/c1ccc(Br)o1)C(N)=S	-2%	-17%	6.6%	26%	-3%	/	0.2%	/	/
CCOc1ccccc1C(=O)NC(C)c1ccc(-n2ccnc2)cc1 (centres undefined)	-7%	-4%	8.1%	15%	-4%	/	-0.4%	1%	8%
CC(C)Cc1nnc(NC(=O)c2cccc(S(=O)(=O)N3CCN(C)CC3)c2)s1	/	3%	-0.8%	9%	/	/	/	7%	1%
COc1ccc(Cl)cc1NC(=O)CN(C)C(=O)Cn1cnc2c1c(=O)n(C)c(=O)n2C	/	0%	-1.4%	4%	/	/	/	-2%	3%
CC(C)C1NC2(C(=O)c3ccccc3C2=O)C2C(=O)N(c3ccc(F)cc3)C(=O)C12 (centres undefined)	-2%	-12%	-0.7%	0%	21%	-0.5%	-0.6%	-4%	4%
O=C(CSc1nnc2ccccn12)NC(=O)Cc1ccccc1	-2%	5%	1.2%	0%	5%	1.4%	-0.1%	-10%	9%
CCOC(=O)C1=C(c2ccccc2)O/C(=C(/C#N)C(F)(F)F)S1	-2%	1%	1.7%	7%	1%	4.5%	-1.4%	/	/
CCCNC(=O)c1ccc(COc2ccc(CCC)cc2OC)o1	-6%	-7%	7.1%	3%	-9%	/	-1.0%	4%	6%
CC(=O)c1ccc(NS(=O)(=O)c2cc3c(cc2C)N(C)CCO3)cc1	-10%	9%	1.4%	5%	1%	/	0.2%	2%	9%
COc1ccc(/C(C#N)=C/c2c(-c3ccc(Cl)cc3)nc3c(C)cccn23)cc1	2%	6%	10%	1%	-9%	2.1%	0.8%	2%	-11%
COc1ccc(/C(C)=N/Nc2ccc(F)cc2F)c(O)c1	2%	-7%	4.9%	5%	2%	-2.1%	0.2%	-4%	9%
COC(=O)c1ccc(NC(=O)c2ccc3c(c2)OCO3)cc1	2%	-8%	1.2%	1%	-3%	-0.5%	0.2%	-12%	7%
O=C(NCCc1ccccc1)C1CCCN(C(=O)NC2CCCCC2)C1 (centres undefined)	-3%	-4%	0.1%	6%	-2%	-1.2%	-0.7%	-1%	-12%

Entries shown so far that have a furan ring, fused or not, in the order listed:
SMILES	LYP phosphatase	Salmonella PhoP GFP	RSV CPE inhibition	SV40 large T antigen	GPR35 arrestin U2OS	ER stress rescue	West Nile antiviral	Dengue-2 NS5 capping	MgcRacGAP inhibition	others
N#C/C(=C/c1ccc(Br)o1)C(N)=S	-2%	-17%	6.6%	26%	-3%	/	0.2%	/	/
CCCNC(=O)c1ccc(COc2ccc(CCC)cc2OC)o1	-6%	-7%	7.1%	3%	-9%	/	-1.0%	4%	6%

Further compounds.
SMILES	LYP phosphatase	Salmonella PhoP GFP	RSV CPE inhibition	SV40 large T antigen	GPR35 arrestin U2OS	ER stress rescue	West Nile antiviral	Dengue-2 NS5 capping	MgcRacGAP inhibition	others
Cc1cc(C)cc(OCC(O)CN2C(=O)NC(C)(C)C2=O)c1 (centres undefined)	2%	7%	0.0%	7%	-10%	-0.7%	-0.3%	-4%	4%
CCOC(=O)c1c(-c2ccccc2)csc1NC(=S)N(CC)CC	3%	1%	/	18%	-13%	-2.7%	0.3%	-2%	12%
Cc1ccc(-c2nn(-c3ccccc3)cc2/C=N/NC(=O)CSc2nnc(C)n2-c2ccccc2)cc1	5%	-12%	3.9%	-4%	11%	-1.4%	-0.1%	-1%	10%
Cc1c(NC(=O)CSCc2ccc(Br)cc2)c(=O)n(-c2ccccc2)n1C	-6%	2%	-1.2%	25%	0%	0.5%	-0.4%	0%	11%
CCOC(=O)C1=C(C)N(C)C(=O)NC1c1cccc2ccccc12 (centres undefined)	-5%	2%	16%	8%	3%	/	-2.3%	-1%	6%	Dengue-2 NS5 capping pilot replicate=2.8
COC(CNC(=O)c1ccc(CS(=O)(=O)c2ccccc2)o1)OC	-4%	0%	-0.1%	9%	-3%	/	0.3%	-4%	/
CCOc1ccc(/C=N/NC(=O)c2[nH]ncc2Br)c(O)c1	-1%	-5%	-2.4%	19%	11%	0.1%	-0.6%	-1%	3%
Cc1ccc2n(n1)c(=O)c(Cc1ccccc1)c([O-])[n+]2-c1ccccc1	-3%	1%	0.7%	-8%	0%	-1.6%	0.3%	-5%	7%
Cc1ccc(C)c(S(=O)(=O)N2CCCOC2CNC(=O)C(=O)NC2CCCCC2)c1 (centres undefined)	-8%	1%	0.1%	1%	3%	/	-0.3%	5%	9%
Cc1ccc(S(=O)(=O)NCC(c2ccc3c(c2)OCO3)N2CCN(c3ccccc3)CC2)cc1 (centres undefined)	/	7%	0.5%	24%	/	/	/	-1%	4%
CCc1ccc(CN2CCCC(CNC(=O)c3cccc(OC)c3OC)C2)cc1 (centres undefined)	2%	-5%	0.2%	8%	-4%	/	-0.2%	5%	7%	Dengue-2 NS5 capping pilot replicate=4.6
CCn1cc(C(=O)N[C@H](C(=O)NCCCN2CCOCC2)C(C)C)c(=O)c2cc3c(cc21)OCO3	-8%	-6%	2.4%	8%	-12%	/	-0.2%	11%	10%
Cc1ccc(CNC(=O)CSc2nnc(CNC(=O)c3ccccc3)o2)cc1	-6%	9%	-0.5%	15%	-4%	/	-0.4%	-7%	3%
CS(=O)(=O)n1nc(OC(=O)c2cccc3ccccc23)cc1N	-8%	15%	-1.0%	27%	14%	-1.3%	-0.5%	-8%	13%
COCCn1c(C)cc(C2=NNC(=Nc3ccc(OC)cc3)SC2)c1C	-5%	-3%	-0.2%	6%	3%	0.9%	-0.1%	0%	16%
CC(C)(C)OC(=O)N1CCCN(C(=O)Nc2cccc(Cl)c2)CC1	-6%	-4%	1.5%	4%	-5%	/	-0.2%	/	/
CN1CCN(CC(=O)Nc2ccccc2C(F)(F)F)CC1	-9%	10%	0.3%	11%	-3%	/	0.5%	-7%	29%
O=C(NNC(=S)NCC1CCCO1)c1ccc(S(=O)(=O)N2CCOCC2)cc1 (centres undefined)	-3%	7%	-0.7%	4%	22%	1.3%	0.4%	-6%	6%
CCOc1ccc(N(CC(=O)Nc2ccc(C)cc2)S(=O)(=O)c2c(C)[nH]c(=O)[nH]c2=O)cc1	-3%	5%	0.8%	8%	49%	/	0.5%	8%	12%
CCC(=O)Nc1ccc(/C(C)=N\NS(=O)(=O)c2ccc(C)cc2)cc1	0%	7%	1.0%	11%	-4%	-1.5%	0.1%	-3%	7%

In the list so far, 2 have a tert-butyl group.
SMILES	LYP phosphatase	Salmonella PhoP GFP	RSV CPE inhibition	SV40 large T antigen	GPR35 arrestin U2OS	ER stress rescue	West Nile antiviral	Dengue-2 NS5 capping	MgcRacGAP inhibition	others
CCC(C)NC(=S)NNC(=O)c1ccc(C(C)(C)C)cc1 (centres undefined)	2%	2%	6.3%	7%	-4%	-1.0%	0.0%	1%	12%
CC(C)(C)OC(=O)N1CCCN(C(=O)Nc2cccc(Cl)c2)CC1	-6%	-4%	1.5%	4%	-5%	/	-0.2%	/	/

Next part.
SMILES	LYP phosphatase	Salmonella PhoP GFP	RSV CPE inhibition	SV40 large T antigen	GPR35 arrestin U2OS	ER stress rescue	West Nile antiviral	Dengue-2 NS5 capping	MgcRacGAP inhibition	others
COc1ccc(C(=O)CCC(=O)O)c(C)c1	-5%	4%	1.5%	14%	10%	-2.0%	0.3%	-3%	-3%
CCOC(=O)C1CCN(C(=O)c2cccc(S(=O)(=O)N(C)C3CCCCC3)c2)CC1	/	15%	-1.7%	8%	/	/	/	3%	2%
Cc1ccc(NC(=O)c2cccc3c2-c2ccccc2C3=O)cc1C	7%	3%	12%	5%	-14%	-1.9%	-0.4%	-6%	6%
CCOc1ccc(Br)cc1/C(C)=N\NC1=NCCN1	-7%	7%	2.2%	8%	-1%	3.0%	-0.5%	8%	4%
Cc1ccc(/C=C/C(=O)N(Cc2cccs2)C2CCS(=O)(=O)C2)cc1 (centres undefined)	-4%	-7%	2.2%	14%	-3%	/	-0.9%	/	/
CCCc1nnc(NC(=O)CCC(=O)N2CCN(S(=O)(=O)c3ccc(C)cc3)CC2)s1	-2%	-6%	-0.2%	17%	1%	/	0.0%	1%	6%
O=C(CNC(=O)C1CCCCC1)OCn1nnc2ccccc2c1=O	-6%	-2%	-1.6%	3%	20%	-0.2%	0.3%	-10%	4%
Cc1cc(C)n(-c2ccc(C)c(Cl)c2)n1	-9%	3%	2.3%	4%	2%	-1.4%	-0.1%	-2%	0%
COC(=O)c1ccccc1NC(=O)CN(C)S(=O)(=O)c1ccc(OC)c(C)c1	1%	3%	1.9%	7%	9%	-0.9%	0.0%	1%	11%
O=C1CN(C(=O)c2ccc(Cl)c([N+](=O)[O-])c2)c2ccccc2N1	-5%	3%	1.0%	6%	0%	/	0.8%	2%	6%
COc1ccc(/C=N/Nc2nc(-c3ccc(Cl)cc3)cc(C(F)(F)F)n2)c(OC)c1	3%	-8%	3.1%	24%	13%	-8.1%	-0.6%	-1%	-8%
CSc1nsc2nc(=O)c(/C=C3\C(C)=Nc4ccc(C)cc43)c(N)n12	2%	-6%	15%	-5%	-19%	-1.3%	-0.8%	-15%	5%
O=C(NCCCN1CCCC1=O)[C@H](CSCc1ccccc1)N1Cc2ccccc2C1=O	-8%	-12%	0.0%	7%	1%	/	-0.3%	-19%	-1%
COc1ccccc1NS(=O)(=O)c1cccc(C(=O)NCC2(N(C)C)CCCCC2)c1	/	-6%	-1.6%	8%	/	/	/	-5%	4%
Cc1cc(C)c2oc(C(=O)N(Cc3ccccc3)C3CCS(=O)(=O)C3)cc(=O)c2c1 (centres undefined)	-10%	1%	3.3%	6%	6%	/	0.0%	1%	3%
O=C(CCCc1ccccc1)NC1CC1	-7%	5%	1.6%	3%	13%	0.6%	0.2%	-1%	4%
CCOC(=O)c1sc2nc(C)nc(Nc3ccccc3)c2c1C	-7%	-2%	0.9%	6%	-14%	3.6%	0.7%	/	2%
O=C1OC(c2ccc(Cl)cc2)/C(=C(/O)c2ccccc2)C1=O (centres undefined)	-2%	-26%	2.7%	26%	10%	1.3%	1.1%	28%	14%

Compound activity: PubChem, several laboratories
